RPL19A-GFP yeast – alters RPL19A-GFP fluorescence in TOR pathway yeast screen; S. cerevisiae RPL19A-GFP strain, flow cytometry, 3 h; stronger effect = lower value; percent response vs DMSO, % at 10 µM; 0.3% of 330,000 active;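 active = percent response vs DMSO below 50%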;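 note: median channel GFP fluorescence of the barcoded RPL19A-GFP strain; ratio of sample median GFP to plate DMSO average so 100% = DMSO; lower means less RPL19A-GFP as with rapamycin TOR inhibition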
AHR act – human AHR activation | AHR-responsive luciferase reporter cells, luminescence | activation, % at 5 µM | 2.5% of 320,000 active | AID 2796; in the data active = activation above about 47%;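 note: 0% = vehicle wells and 100% = reference agonist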
proCasp3 act – procaspase-3 (human) activation | P42574 | activation, % at 8.5 µM | 0.11% of 330,000 active | AID 463141 | recombinant procaspase-3 D3A, Ac-DEVD-pNA absorbance 405 nm;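 active = activation above the mean of all tested compounds plus 3 SD, cut at about 21% in these data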;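 note: 0% = DMSO alone and 100% = DMSO wells spiked with extra 5 µM PC-3 D3A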
Target sequence (P42574 whole entry D9A/D28A/D175A): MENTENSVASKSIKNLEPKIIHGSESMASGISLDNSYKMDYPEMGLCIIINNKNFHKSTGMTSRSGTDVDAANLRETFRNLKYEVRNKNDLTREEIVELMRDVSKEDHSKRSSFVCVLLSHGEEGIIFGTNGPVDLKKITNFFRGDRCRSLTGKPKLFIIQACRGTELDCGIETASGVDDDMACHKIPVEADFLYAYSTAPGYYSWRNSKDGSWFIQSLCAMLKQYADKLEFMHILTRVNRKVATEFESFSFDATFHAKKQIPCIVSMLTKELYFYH
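Evaluation: percent activation relative to control range; Material: Procaspase-3 D3A mutant, all three cleavage aspartates alanine; Compound: single dose, 8.5 µM nominal compound, 0.8% DMSO; Replication: one well per compound; Signal: absorbance at 405 nm, 0 and 120 min; Schedule: 1 h preincubation plus 2 h reaction at 25 °C.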
AGP1-GFP MLPCN – yeast TOR pathway AGP1-GFP modulation | S. cerevisiae AGP1-GFP multiplex flow cytometry, 3 h; GFP as percent of DMSO wells | AID 2066 | 0.02% of 320,000 active | GFP response vs DMSO, % at 10 µM;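 active = GFP response relative to DMSO above a set limit, near screen average plus 3 SD, cut at about 150% in these data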;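 note: median GFP channel fluorescence of the gated AGP1 strain per well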
MEP2-GFP yeast – alters MEP2-GFP fluorescence in TOR pathway yeast screen; S. cerevisiae MEP2-GFP strain, flow cytometry GFP, 3 h; 100% = DMSO control level; GFP response vs DMSO, % at 10 µM; 0.51% of 330,000 active; AID 2016;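 active = GFP response versus DMSO above a set limit, roughly screen mean plus 3 SD, cut at about 180% in these data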;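 note: median GFP fluorescence of the barcode-gated MEP2-GFP cells per well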
LAP4 TOR yeast – modulators of TOR pathway LAP4-GFP in S. cerevisiae | GFP response vs DMSO, % at 10 µM | 0.34% of 320,000 active | S. cerevisiae LAP4-GFP multiplex, flow cytometry GFP, 3 h; median GFP as percent of DMSO wells | AID 2023;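 active = GFP response vs DMSO above a set limit, about the screen mean plus 3 SD, cut at about 150% in these data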
procasp7 counter – counter-screen: procaspase-7 (human) activation | P55210 | recombinant procaspase-7, Ac-DEVD-pNA absorbance 405 nm; D23A/D198A/D206A triple mutant, cannot self-cleave; scale: DMSO 0, 5 µM enzyme 100 | activation, % at 8.5 µM | 0.093% of 330,000 active;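 active = percent activation above the screen-wide mean plus 3 SD, cut at about 25% in these data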
Target sequence (P55210 whole entry D23A/D198A/D206A): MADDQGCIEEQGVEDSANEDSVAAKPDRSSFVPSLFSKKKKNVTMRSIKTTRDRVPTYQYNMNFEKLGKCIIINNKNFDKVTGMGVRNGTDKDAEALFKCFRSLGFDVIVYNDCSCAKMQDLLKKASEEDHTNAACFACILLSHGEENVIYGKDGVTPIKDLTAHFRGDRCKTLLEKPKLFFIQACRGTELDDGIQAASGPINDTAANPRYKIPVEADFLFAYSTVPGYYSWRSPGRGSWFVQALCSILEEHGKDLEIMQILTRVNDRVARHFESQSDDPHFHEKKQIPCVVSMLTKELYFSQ
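Assay system – Uncleavable procaspase-7 mutant enzyme · Quantity – 2 µM procaspase-7 mutant as dispensed · Times – 1 h preincubation, 2 h reaction · Dosing – single nominal 8.5 µM compound dose, 0.8% DMSO final · Buffer or medium – Zinc-free 50 mM HEPES buffer, pH 7.4, with NaCl and Triton X-100 · Detection – Epi-absorbance of released pNA at 405 nm, two timepoints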
CIT2 TOR yeast – alters CIT2-GFP fluorescence in TOR pathway yeast screen. S. cerevisiae CIT2-GFP strain, flow cytometry, 3 h; 100 means same as DMSO wells. GFP response vs DMSO, % at 10 µM. 0.065% of 320,000 active. AID 2029;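 active = GFP response relative to DMSO above a set limit, near the screen mean plus 3 SD, cut at about 150% in these data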;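 note: ratio of well median GFP fluorescence to mean of DMSO wells on the plate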
Active calls of the source: *; / = no result given.

SMILES,RPL19A-GFP yeast,AHR act,proCasp3 act,AGP1-GFP MLPCN,MEP2-GFP yeast,LAP4 TOR yeast,procasp7 counter,CIT2 TOR yeast
Cc1ccc(C)c(NC(=O)CS(=O)(=O)c2c[nH]c3ccccc23)c1,101,11,0,112,107,99,5,103
CC(=O)C1=C(O)C(=O)N(c2cccc(C(=O)O)c2)C1c1ccc(F)cc1 (configuration not stated),101,-2,-1,100,103,92,5,99
CC1Cc2ccccc2N1C(=O)c1cnsn1 (configuration not stated),93,10,7,95,101,102,2,90
CCc1nc(SCC(=O)Nc2nc3c(s2)CCCC3)c2ccccc2n1,97,9,2,97,107,104,1,93
Cc1ccc(OCC(=O)Nc2ccc(F)cc2)cc1C,104,3,-5,102,113,120,9,95
Cc1cc(-c2nnc(CCC(=O)N(CC3CCC3)CC3CCCO3)o2)no1 (configuration not stated),98,2,-1,106,101,106,6,101
CS(=O)(=O)N(CC(=O)Nc1ccc2c(c1)OCCO2)Cc1ccccc1,101,2,6,106,105,100,-5,109
O=C(Nc1ccc(-c2cn3c(n2)SCC3)cc1)c1ccc2ccccc2n1,94,-2,7,94,94,104,1,90
O=c1c(Cl)c(NCc2ccco2)cnn1C12CC3CC(CC(C3)C1)C2,100,0,0,110,102,106,-2,95
Cc1cc(NC(=O)CSCC(=O)Nc2nc3c(C)cccc3s2)no1,87,17,0,92,88,91,-1,85
CCCCNc1nc2ccccc2[nH]1,107,21,5,117,101,102,2,111
CCOC(=O)c1cc(-c2csc(Nc3c(C)cc(C)cc3C)n2)on1,94,-2,2,103,94,101,15,95
O=C(O)c1cc(=O)c2cc(Cl)ccc2o1,/,2,-6,106,102,102,-8,110
Cc1cc([N+](=O)[O-])nn1CC(=O)N(C)C1CCCCC1,101,2,2,100,100,94,-6,107
CCOC(=O)C(Sc1cc(-c2ccccc2)nc2ncnn12)C(C)=O (configuration not stated),102,7,2,96,96,103,3,96
CC(C)c1ccccc1NC(=O)COc1ccc(C(=O)NCCc2ccccc2)cc1,99,0,-5,99,96,94,4,98
CCC(C)(C(=O)NC1CCCCC1)N(C(=O)c1cnccn1)c1c(C)n(C)n(-c2ccccc2)c1=O (configuration not stated),100,0,-1,108,101,82,-1,97
CCN(CC(=O)NCc1ccc(F)cc1)C(=O)c1ccc(Cl)cc1,92,2,-6,96,95,89,4,105
COc1ccc(S(=O)(=O)Nc2ccc3oc4ncccc4c(=O)c3c2)cc1OC,99,-1,-7,110,101,104,4,109
CCOc1c2ccc(C(=O)NCc3ccc4c(c3)OCO4)cc2nn1CC,104,-3,12,96,95,103,-4,96

A different layout for part of the listing above.
Order of results: RPL19A-GFP yeast, AHR act, proCasp3 act, AGP1-GFP MLPCN, MEP2-GFP yeast, LAP4 TOR yeast, procasp7 counter, CIT2 TOR yeast
CC(=O)C1=C(O)C(=O)N(c2cccc(C(=O)O)c2)C1c1ccc(F)cc1 (configuration not stated)
→ 101, -2, -1, 100, 103, 92, 5, 99
CC1Cc2ccccc2N1C(=O)c1cnsn1 (configuration not stated)
→ 93, 10, 7, 95, 101, 102, 2, 90
CCc1nc(SCC(=O)Nc2nc3c(s2)CCCC3)c2ccccc2n1
→ 97, 9, 2, 97, 107, 104, 1, 93
Cc1ccc(OCC(=O)Nc2ccc(F)cc2)cc1C
→ 104, 3, -5, 102, 113, 120, 9, 95
Cc1cc(-c2nnc(CCC(=O)N(CC3CCC3)CC3CCCO3)o2)no1 (configuration not stated)
→ 98, 2, -1, 106, 101, 106, 6, 101
CS(=O)(=O)N(CC(=O)Nc1ccc2c(c1)OCCO2)Cc1ccccc1
→ 101, 2, 6, 106, 105, 100, -5, 109
O=C(Nc1ccc(-c2cn3c(n2)SCC3)cc1)c1ccc2ccccc2n1
→ 94, -2, 7, 94, 94, 104, 1, 90
O=c1c(Cl)c(NCc2ccco2)cnn1C12CC3CC(CC(C3)C1)C2
→ 100, 0, 0, 110, 102, 106, -2, 95
Cc1cc(NC(=O)CSCC(=O)Nc2nc3c(C)cccc3s2)no1
→ 87, 17, 0, 92, 88, 91, -1, 85
CCCCNc1nc2ccccc2[nH]1
→ 107, 21, 5, 117, 101, 102, 2, 111
CCOC(=O)c1cc(-c2csc(Nc3c(C)cc(C)cc3C)n2)on1
→ 94, -2, 2, 103, 94, 101, 15, 95
O=C(O)c1cc(=O)c2cc(Cl)ccc2o1
→ /, 2, -6, 106, 102, 102, -8, 110
Cc1cc([N+](=O)[O-])nn1CC(=O)N(C)C1CCCCC1
→ 101, 2, 2, 100, 100, 94, -6, 107
CCOC(=O)C(Sc1cc(-c2ccccc2)nc2ncnn12)C(C)=O (configuration not stated)
→ 102, 7, 2, 96, 96, 103, 3, 96
CC(C)c1ccccc1NC(=O)COc1ccc(C(=O)NCCc2ccccc2)cc1
→ 99, 0, -5, 99, 96, 94, 4, 98
CCC(C)(C(=O)NC1CCCCC1)N(C(=O)c1cnccn1)c1c(C)n(C)n(-c2ccccc2)c1=O (configuration not stated)
→ 100, 0, -1, 108, 101, 82, -1, 97
CCN(CC(=O)NCc1ccc(F)cc1)C(=O)c1ccc(Cl)cc1
→ 92, 2, -6, 96, 95, 89, 4, 105
COc1ccc(S(=O)(=O)Nc2ccc3oc4ncccc4c(=O)c3c2)cc1OC
→ 99, -1, -7, 110, 101, 104, 4, 109
CCOc1c2ccc(C(=O)NCc3ccc4c(c3)OCO4)cc2nn1CC
→ 104, -3, 12, 96, 95, 103, -4, 96

New compounds follow.
SMILES,RPL19A-GFP yeast,AHR act,proCasp3 act,AGP1-GFP MLPCN,MEP2-GFP yeast,LAP4 TOR yeast,procasp7 counter,CIT2 TOR yeast
O=C(CN1C(=O)NC2(CCCCC2)C1=O)Nc1ccc(N2CCOCC2)cc1,104,6,-6,101,109,93,-11,97
CCOc1cc(C2NC(=O)N(C)C(C)=C2[N+](=O)[O-])ccc1OC(C)=O (configuration not stated),99,1,4,95,97,76,6,94
O=C(Nc1ccc(NC(=O)c2ccco2)nc1)c1ccccn1,99,-7,5,90,93,100,-4,92
Cc1ccc(C)c(NC(=O)C(OC(=O)c2cnc(C)cn2)c2ccccc2)c1 (configuration not stated),98,70*,3,107,101,106,7,104
CC1CCC(NC(=O)COC(=O)CNC(=O)c2ccc3ccccc3c2)CC1 (configuration not stated),95,0,-2,93,99,92,-6,91
O=C(COC(=O)c1ccc(OC(F)F)cc1)Nc1cccc(S(=O)(=O)NC2=NCCC2)c1,98,-1,8,98,93,102,21,93
Cc1ccccc1CSc1nncn1N,106,11,-5,108,103,100,4,107
O=C1CCC(C(=O)N2CCSCC2)CN1Cc1ccc(Cl)cc1 (configuration not stated),98,0,5,99,94,95,-1,95
C#CCN(C)CC/C=C1\c2ccccc2CSc2ccccc21,96,0,7,95,94,100,0,83
O=C(/C=C/c1cccc(F)c1)OCC(=O)c1ccc[nH]1,96,2,8,100,96,100,-10,99
Cc1ccccc1N1CCN(C2CCCN(C(=O)CCC(=O)N(C)C)C2)CC1 (configuration not stated),102,1,7,97,104,96,-7,103
CC(=O)Nc1ccc(NC(=O)C(C)N2CCN(S(=O)(=O)c3ccc(C)cc3)CC2)cc1 (configuration not stated),110,-1,2,103,103,107,3,107
COC(=O)C1=CO[C@@H](O[C@@H]2O[C@H](CO)[C@@H](O)[C@H](O)[C@H]2O)C2C1CC(O)O[C@H]2C (some centres not stated),104,1,1,110,105,116,-7,99
Cc1cccc(C(=O)NC(C(=O)Nc2nc(-c3ccccn3)cs2)C(C)C)c1 (configuration not stated),95,2,-1,99,107,108,2,100
COc1cc(C(=O)NCC(c2cccs2)N2CCOCC2)cc(OC)c1OC (configuration not stated),102,0,7,109,110,105,-3,111
CNC(=O)c1cc(S(=O)(=O)Nc2ccc3c(c2)OCO3)ccc1C,108,-5,1,87,98,92,4,89
COC(=O)C1=CN(CCCN2CCCC2=O)C=C(C(=O)OC)C1c1ccccc1C(F)(F)F,95,-2,-3,94,99,91,-4,98
CC(C)OC(=O)c1cc2ccccc2[nH]1,90,-4,0,84,97,101,-9,93
COCc1cc(C)nc(NCCc2ccccc2)c1C#N,101,42,5,98,101,102,2,92
COc1ccc(C(C[N+](=O)[O-])c2c(C)cc3ccccn23)cc1 (configuration not stated),92,16,1,94,100,100,-4,94
Cc1ccc(-c2cc(C(F)F)n3ncc(C(=O)Nc4c(C)nn(Cc5c(Cl)cccc5Cl)c4C)c3n2)cc1,103,3,10,98,99,85,-8,81
COC(=O)N/N=C(\C)c1cccc(C(F)(F)F)c1,97,1,7,98,93,96,11,103
O=C(CCc1nnc(-c2ccsc2)o1)NCc1ccccc1OC(F)(F)F,99,6,0,89,96,92,2,92
COc1ccc(-c2ccc(CCC(=O)O)n2CC(C)C)cc1,110,5,-2,/,103,111,0,99
Cc1cc(C(=O)CSc2nnc(NCc3ccccc3)s2)c(C)n1C,95,10,4,103,102,101,-6,105
CC(C)n1ncc2c(C(=O)Nc3cccc(C#N)c3)cc(C3CC3)nc21,93,5,6,89,100,116,5,82
Cc1ccc(S(=O)(=O)NCc2cn3ccsc3n2)c(C)c1,111,-1,8,/,115,117,-5,122
CCN(CCCNC(=O)c1c(C)cc(=O)oc1C)c1cccc(C)c1,95,-1,4,95,93,94,-1,96
CC(C)(C)OC(=O)N1CCN(CCNC(=O)c2ccccc2)CC1,108,3,-9,105,106,96,13,108
COC(=O)c1c(C)[nH]c(C(=O)C(C)OC(=O)c2cnc(C)cn2)c1C (configuration not stated),102,0,-1,100,101,102,8,97
Cc1ccc(C(=O)Nn2cnnc2)cc1[N+](=O)[O-],103,1,0,103,101,98,-1,107
O=C(Nc1cccc(S(=O)(=O)Nc2ccc(Cl)cc2)c1)c1cc2c(s1)CCCC2,102,4,-6,94,102,87,-4,98

Molecules shown so far containing a cyano group:
SMILES,RPL19A-GFP yeast,AHR act,proCasp3 act,AGP1-GFP MLPCN,MEP2-GFP yeast,LAP4 TOR yeast,procasp7 counter,CIT2 TOR yeast
COCc1cc(C)nc(NCCc2ccccc2)c1C#N,101,42,5,98,101,102,2,92
CC(C)n1ncc2c(C(=O)Nc3cccc(C#N)c3)cc(C3CC3)nc21,93,5,6,89,100,116,5,82
